# TcdB inh = inhibitors of Clostridioides difficile toxin B glycohydrolase | inhibition, % at 9.99 µM | AID 652162 | TcdB glycohydrolase enzymatic assay, plate reader | P18177 | 0.24% of 350,000 active; in the data active means inhibition above about 10%
# An asterisk follows results filed as active; & = joins results of further samples. The list is partial; the hit share may differ from the screen's.
O=C(C[C@@H]1C[C@H]2c3cc(NC(=O)C4CCC4)ccc3O[C@H]2[C@@H](CO)O1)NCc1ccccc1F
  TcdB inh: 0.0

CNC(=O)C[C@H]1CC[C@H]2[C@@H](COC[C@H](O)CN2C(=O)Nc2ccc(Cl)c(Cl)c2)O1
  TcdB inh: -0.9

Cc1noc(C)c1S(=O)(=O)Nc1ccc2c(c1)CC(=O)N([C@H](C)CO)C[C@H](C)[C@H](CN(C)S(=O)(=O)c1c(C)noc1C)O2
  TcdB inh: -0.1

COc1ccc(CN(C)C[C@H]2Oc3ccc(NC(=O)NC4CCCCC4)cc3C(=O)N([C@@H](C)CO)C[C@@H]2C)cc1
  TcdB inh: -0.6

COc1ccc(-c2ccc([C@@H]3[C@@H](CO)N4C(=O)CN(C(=O)C5CCCC5)C[C@H]34)cc2)cc1
  TcdB inh: 0.7

CCC(=O)N1C[C@H](O)COC[C@@H]2O[C@@H](CC(=O)NCC3CCCCC3)CC[C@H]21
  TcdB inh: 0.5

CCNC(=O)C[C@H]1C=C[C@@H](NS(=O)(=O)c2ccc(F)cc2)[C@H](CO)O1
  TcdB inh: 1.7

N#C[C@@H]1[C@H](c2ccc(C3=CCCC3)cc2)[C@H](CO)N1C(=O)C1CCCC1
  TcdB inh: -0.5

CCCNC(=O)C[C@H]1CC[C@H]2[C@H](COc3ccc(NC(=O)Cc4ccccc4)cc3C(=O)N2C)O1
  TcdB inh: -0.8

CN(C)C(=O)C[C@H]1C[C@@H]2c3cc(NC(=O)Nc4ccc(F)cc4)ccc3O[C@@H]2[C@H](CO)O1
  TcdB inh: 1.1

C[C@H](CO)N1C[C@H](C)[C@H](CN(C)Cc2ccc(F)cc2)Oc2ncc(-c3cc4ccccc4o3)cc2C1=O
  TcdB inh: 0.8

C[C@H](CO)N1C[C@H](C)[C@@H](CN(C)CC2CCCCC2)Oc2ccc(NS(=O)(=O)c3ccccc3)cc2CC1=O
  TcdB inh: -0.3

C/C=C/c1ccccc1[C@H]1[C@@H](CO)N(C(=O)Nc2cccc(F)c2)[C@H]1C#N
  TcdB inh: -0.7

COC(=O)[C@H]1[C@H](CO)[C@H]2Cn3c(ccc(C4=CCCC4)c3=O)[C@H]2N1C(=O)C1CCC1
  TcdB inh: 2.1

C[C@H](CO)N1C[C@H](C)[C@@H](CN(C)Cc2ccncc2)OCc2ccccc2-c2ccccc2C1=O
  TcdB inh: -0.2

CO[C@@H]1CN(C)C(=O)c2ccc(NC(=O)Nc3cc(Cl)cc(Cl)c3)cc2OC[C@H](C)NC[C@@H]1C
  TcdB inh: 0.0

Cc1noc(C)c1S(=O)(=O)Nc1ccc2c(c1)CC(=O)N([C@@H](C)CO)C[C@H](C)[C@H](CN(C)Cc1ccc3c(c1)OCO3)O2
  TcdB inh: -0.7

CS(=O)(=O)Nc1ccc2c(c1)[C@@H]1C[C@@H](CC(=O)NC3CCCC3)O[C@H](CO)[C@@H]1O2
  TcdB inh: -1.1

C[C@H](CO)N1C[C@H](C)[C@H](CN(C)Cc2ccc(C(=O)Nc3ccccc3N)cc2)Oc2ccc(NC(=O)c3ccncc3)cc2CC1=O
  TcdB inh: -0.5

C[C@@H]1CN([C@H](C)CO)S(=O)(=O)c2ccc(Br)cc2O[C@H]1CN(C)C(=O)c1cnccn1
  TcdB inh: 0.2

COc1ccc(C#Cc2cnc3c(c2)C(=O)N([C@@H](C)CO)C[C@@H](C)[C@H](CN(C)C(=O)c2ccccc2F)O3)cc1
  TcdB inh: 0.9

CC(C)NC(=O)Nc1cccc2c1O[C@H](CN(C)C(=O)Nc1ccc3c(c1)OCO3)[C@@H](C)CN([C@@H](C)CO)C2=O
  TcdB inh: -0.8

O=C(Nc1ccccc1)N1CCCCN2[C@H](CO)[C@@H](c3ccc(Br)cc3)[C@@H]2C1
  TcdB inh: 0.0

CN1CCN(C(=O)C[C@@H]2CC[C@H](NC(=O)Nc3ccccc3F)[C@H](CO)O2)CC1
  TcdB inh: -0.1

O=C(NC1CCCC1)N1CCCCN2[C@@H](CO)[C@@H](c3ccc(/C=C/c4ccccc4)cc3)[C@@H]2C1
  TcdB inh: 1.3

# Laid out differently: three of the compounds above
Compound,TcdB inh
CN1CCN(C(=O)C[C@@H]2CC[C@H](NC(=O)Nc3ccccc3F)[C@H](CO)O2)CC1,-0.1
CNC(=O)C[C@H]1CC[C@H]2[C@@H](COC[C@H](O)CN2C(=O)Nc2ccc(Cl)c(Cl)c2)O1,-0.9
COc1ccc(-c2ccc([C@@H]3[C@@H](CO)N4C(=O)CN(C(=O)C5CCCC5)C[C@H]34)cc2)cc1,0.7

# Later entries
COc1ccc(CN(C)C[C@H]2Oc3c(NS(=O)(=O)c4ccc(C)cc4)cccc3C(=O)N([C@@H](C)CO)C[C@H]2C)cc1
  TcdB inh: 0.0

Cc1ccc(S(=O)(=O)N(C)C[C@H]2Oc3ccc(NS(C)(=O)=O)cc3CC(=O)N([C@H](C)CO)C[C@H]2C)cc1
  TcdB inh: -3.1

C[C@@H]1CN([C@H](C)CO)C(=O)c2cc(-c3cccc(C#N)c3)cnc2O[C@H]1CN(C)C(=O)C1CCCCC1
  TcdB inh: 0.3

COc1ccc(NC(=O)N(C)C[C@@H]2Oc3c(NS(=O)(=O)c4ccc(C)cc4)cccc3C(=O)N([C@@H](C)CO)C[C@@H]2C)cc1
  TcdB inh: 0.6

COCC(=O)Nc1ccc2c(c1)[C@H]1C[C@@H](CC(=O)O)O[C@H](CO)[C@H]1O2
  TcdB inh: -2.3

COc1ccc2c3c([nH]c2c1)[C@H](CO)N(Cc1ccncc1)CC31CN(C(=O)Cc2ccncc2)C1
  TcdB inh: 0.1

O=C(Nc1ccc2c(c1)OCO2)N[C@@H]1CC[C@H](CC(=O)N2CCN(c3ccccc3)CC2)O[C@H]1CO
  TcdB inh: -0.6

C[C@@H]1CN([C@H](C)CO)C(=O)c2cc(C#Cc3ccncc3)cnc2O[C@@H]1CN(C)S(=O)(=O)c1ccccc1F
  TcdB inh: 0.4

C[C@@H]1CN([C@H](C)CO)S(=O)(=O)c2ccc(-c3ccccc3F)cc2O[C@H]1CN(C)C(=O)C1CC1
  TcdB inh: -0.5

CO[C@H]1CN(C)C(=O)c2cc(NS(=O)(=O)c3ccccc3)ccc2OC[C@@H](C)N(C(=O)NC(C)C)C[C@H]1C
  TcdB inh: -3.6

COc1cccc(S(=O)(=O)N2[C@@H]3CNC[C@H]2C3c2ccc(-c3ccc(C(=O)N(C)C)cc3)cc2)c1 (stereo partly specified)
  TcdB inh: -0.1

C[C@@H]1CCCCO[C@@H](CN(C)S(C)(=O)=O)[C@@H](C)CN([C@H](C)CO)C(=O)c2cc(NS(=O)(=O)c3cn(C)cn3)ccc2O1
  TcdB inh: -3.2

Cc1ccc(S(=O)(=O)N(C)C[C@@H]2Oc3ccc(NS(C)(=O)=O)cc3C(=O)N([C@H](C)CO)C[C@@H]2C)cc1
  TcdB inh: -0.1

CN(C)CCCNC(=O)C[C@H]1CC[C@@H]2[C@H](COc3ccc(NC(=O)NC4CCCC4)cc3C(=O)N2C)O1
  TcdB inh: 1.7

COCC(=O)N1C[C@@H](C)[C@@H](OC)CN(C)C(=O)c2cc(NC(=O)c3ccccc3)ccc2OC[C@H]1C
  TcdB inh: -10

O=C(Nc1ccccc1)N1CCCCN2[C@H](C1)[C@@H](c1ccc(C3=CCCCC3)cc1)[C@@H]2CO
  TcdB inh: -17

COCC(=O)N1[C@H](C#N)[C@H](c2ccc(-c3cccc(F)c3)cc2)[C@@H]1CO
  TcdB inh: -0.3

CO[C@@H]1CN(C)C(=O)c2cc(NC(=O)C3CCOCC3)ccc2OC[C@@H](C)N(C)C[C@H]1C
  TcdB inh: 0.0

CO[C@@H]1CN(C)C(=O)c2ccc(NC(=O)c3ccccc3F)cc2OC[C@H](C)N(CC2CC2)C[C@H]1C
  TcdB inh: 0.7

O=C(c1cccnc1)N1CC2(C1)[C@H](c1ccccc1)[C@@H](CO)N2C(=O)C1CCC1
  TcdB inh: -8.5

COc1ccc(CN(C)C[C@@H]2OCc3cn(nn3)CCCC(=O)N([C@H](C)CO)C[C@H]2C)cc1
  TcdB inh: 0.4

CC(C)CC#Cc1ccc2c(c1)O[C@H](CN(C)C(=O)c1ccncc1)[C@@H](C)CN([C@H](C)CO)S2(=O)=O
  TcdB inh: 0.3

Cc1noc(C)c1NC(=O)Nc1ccc2c(c1)C(=O)N(C)[C@@H]1CC[C@@H](CC(=O)N(C)C)O[C@H]1CO2
  TcdB inh: -1.5

CCCNC(=O)N1[C@H](CO)[C@@H](c2ccccc2)[C@@H]1C#N
  TcdB inh: 0.4

C[C@@H]1CCCCO[C@H](CN(C)Cc2ccc(C(=O)O)cc2)[C@H](C)CN([C@H](C)CO)C(=O)c2cc(N(C)C)ccc2O1
  TcdB inh: -5.0

Cc1ccc(S(=O)(=O)Nc2ccc3c(c2)C(=O)N([C@H](C)CO)C[C@H](C)[C@@H](CN(C)C(=O)Nc2c(C)noc2C)O3)cc1
  TcdB inh: -2.8

C[C@@H]1CCCCO[C@@H](CN(C)C(=O)NC2CCCCC2)[C@@H](C)CN([C@H](C)CO)C(=O)c2cc(NS(=O)(=O)c3cn(C)cn3)ccc2O1
  TcdB inh: 0.9

O=C(C[C@H]1CC[C@H]2[C@@H](COC[C@H](O)CN2S(=O)(=O)c2ccccc2)O1)NCc1ccc(-c2ccccc2)cc1
  TcdB inh: 0.1

CCC(=O)Nc1ccc2c(c1)C(=O)N(C)C[C@@H](OC)[C@H](C)CN(C(=O)Cc1ccccn1)[C@H](C)CO2
  TcdB inh: -0.3

O=C(C[C@@H]1C[C@@H]2c3cc(NC(=O)C4CCOCC4)ccc3O[C@@H]2[C@H](CO)O1)NCc1ccncc1
  TcdB inh: 0.0

C[C@H]1CN([C@@H](C)CO)C(=O)c2cccc(NC(=O)Nc3ccc(F)cc3)c2O[C@H]1CN(C)Cc1ccncc1
  TcdB inh: -0.9

Cc1noc(C)c1S(=O)(=O)Nc1ccc2c(c1)C(=O)N([C@@H](C)CO)C[C@@H](C)[C@H](CN(C)C(=O)Cc1ccccc1)OCCCC[C@H](C)O2
  TcdB inh: 0.5

N#C[C@@H]1[C@H](c2ccc(C#CC3CC3)cc2)[C@@H](CO)N1S(=O)(=O)c1ccccc1
  TcdB inh: 0.6

C[C@@H]1CN([C@@H](C)CO)C(=O)c2cc(C#CCN(C)C)cnc2O[C@H]1CN(C)C(=O)c1cnccn1
  TcdB inh: 1.8

CO[C@H]1CN(C)C(=O)c2cc(NC(=O)Cc3ccccc3)ccc2OC[C@@H](C)N(C(=O)c2ccccc2F)C[C@H]1C
  TcdB inh: 0.5

O=C(C[C@@H]1C[C@H]2c3cc(NC(=O)c4cccnc4)ccc3O[C@H]2[C@H](CO)O1)NCc1cccc(F)c1
  TcdB inh: -0.2

C[C@H](CO)N1C[C@H](C)[C@H](CN(C)C(=O)Nc2ccc(F)cc2)Oc2ncc(C#Cc3ccc(C(F)(F)F)cc3)cc2C1=O
  TcdB inh: 0.6

CCNC(=O)C[C@H]1CC[C@@H]2[C@H](COC[C@@H](O)CN2Cc2ccccc2F)O1
  TcdB inh: -1.1

Cc1ccc(S(=O)(=O)N(C)C[C@H]2Oc3c(NC(=O)Nc4c(C)noc4C)cccc3C(=O)N([C@H](C)CO)C[C@H]2C)cc1
  TcdB inh: 0.4

CCCNC(=O)N1CC[C@@H]2[C@H]1c1cc(-c3ccc(F)cc3)ccc1N(C)[C@H]2CO
  TcdB inh: 4.8

CN(C)CCCNC(=O)[C@H]1[C@H](CO)[C@H]2Cn3c(ccc(-c4ccncc4)c3=O)[C@@H]1N2C(=O)CC1CC1
  TcdB inh: 0.4

CO[C@@H]1CN(C)C(=O)c2ccc(NC(=O)CC(F)(F)F)cc2OC[C@@H](C)N(CC2CC2)C[C@@H]1C
  TcdB inh: 0.4

O=C(CC(F)(F)F)N1C[C@H]2[C@@H](c3ccccc31)[C@@H](CO)N2CC1CCOCC1
  TcdB inh: -0.4

C[C@H]1CN([C@@H](C)CO)C(=O)c2cc(NC(=O)Nc3ccccc3)ccc2O[C@@H]1CN(C)CC1CCCCC1
  TcdB inh: 0.4

COCC(=O)N(C)C[C@@H]1Oc2cc(C#C[C@@H](C)O)ccc2S(=O)(=O)N([C@@H](C)CO)C[C@@H]1C
  TcdB inh: 0.8

CN(C)C(=O)[C@H]1[C@H](CO)[C@H]2Cn3c(cccc3=O)[C@@H]1N2C(=O)c1ccc(F)cc1
  TcdB inh: 1.1

CNC(=O)C[C@H]1CC[C@H]2[C@H](COc3ccc(NS(=O)(=O)c4ccccc4C)cc3C(=O)N2C)O1
  TcdB inh: 5.9

CN(C)C(=O)c1cccc(-c2ccc(C3[C@@H]4CN(C(=O)c5ccccn5)C[C@H]3N4)cc2)c1 (stereo partly specified)
  TcdB inh: 1.1&0.8

CCC(=O)Nc1ccc2c(c1)OC[C@@H](C)N(CC1CC1)C[C@H](C)[C@@H](OC)CN(C)C2=O
  TcdB inh: 0.4

C/C=C/c1ccc2c(c1)O[C@H](CN(C)C(=O)Nc1cccc(F)c1)[C@@H](C)CN([C@H](C)CO)S2(=O)=O
  TcdB inh: 1.0

CN1C(=O)c2cc(NC(=O)NCc3ccccc3)ccc2OC[C@@H]2O[C@@H](CC(=O)NCC3CCCCC3)CC[C@@H]21
  TcdB inh: -2.2

COc1ccc(-c2ccc([C@@H]3[C@H](CO)N4C(=O)CN(C(=O)c5ccccc5)C[C@@H]34)cc2)cc1
  TcdB inh: -1.3

C[C@@H]1CCCCO[C@H](CN(C)C(=O)C2CCCCC2)[C@@H](C)CN([C@@H](C)CO)C(=O)c2cc(NC(=O)CCC(F)(F)F)ccc2O1
  TcdB inh: 1.5

CCS(=O)(=O)N1CCC2(CC1)CN(C(=O)Nc1c(C)noc1C)[C@H](CO)c1c2c2ccc(OC)cc2n1C
  TcdB inh: -0.5

C[C@H](CO)N1C[C@H](C)[C@@H](CN(C)Cc2ccc(Oc3ccccc3)cc2)Oc2ccc(NC(=O)C3CC3)cc2C1=O
  TcdB inh: 0.8

C[C@H]1CN([C@@H](C)CO)C(=O)Cc2cc(NS(C)(=O)=O)ccc2O[C@H]1CN(C)CC1CC1
  TcdB inh: -0.2

C[C@@H]1CN([C@H](C)CO)C(=O)c2ccccc2-c2ccccc2CO[C@@H]1CN(C)C(=O)[C@H]1CCCN1C
  TcdB inh: 0.2

C[C@@H]1CCCCO[C@H](CN(C)S(=O)(=O)c2ccc(Cl)cc2)[C@H](C)CN([C@@H](C)CO)C(=O)c2cc(NS(C)(=O)=O)ccc2O1
  TcdB inh: -0.4
